Screening data from PubChem BioAssay.
Cneo AK release = causes C. neoformans cell lysis; adenylate kinase release luminescence, 4 h; normalised: neutral wells 0, clomiphene wells 100; lysis activity, % at 15 µM; 360,000 compounds, 0.2% hits; AID 651654;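 active = mean lysis activity across replicates of at least 80%, whatever share of replicates individually reach that level; inactive = mean lysis activity below 80%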
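Schedule: static 4 h at 37 °C with compound, 1 h detection; system: C. neoformans cells; benchmarks: Clomiphene as positive control; buffer or medium: fresh YPD medium; measure: luminescence rise reflecting yeast cell lysis; measured by: luminescent adenylate kinase detection reagent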
ARNT-TACC3 inh = disrupts binding between human ARNT and TACC3; AlphaScreen His-ARNT PAS-B/GST-TACC3 binding, luminescence; TACC3 fragment carries E629A point mutation; inhibition, % at 9.99 µM; 390,000 compounds, 0.66% hits;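 active = mean inhibition of replicates at least 50% and at least half of replicates each reaching 50%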;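 note: 0% = complete ARNT plus TACC3 wells and 100% = ARNT alone without TACC3; many hits fall short of the cut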
C2C12 statin = suppressors of simvastatin-induced myotoxicity in C2C12 myotubes. ATP luminescence, 48 h; scaled: DMSO 0, geranylgeraniol control 100. rescue of ATP level, % at 7.49 µM. 330,000 compounds, 0.78% hits. AID 602340;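 active = mean ATP rescue above about 67%, or every replicate alone reaching that limit, limit read from the data, passing the limit was not always enough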;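 note: myotubes were challenged with 10 µM simvastatin during compound exposure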
INS-1E GSIS act = primary screen for activators of insulin secretion dependent on glucose, INS-1E cells, GLuc reporter luminescence | INS-1E GLuc reporter insulin secretion, 2-3 h | 370,000 compounds, 0.61% hits | activation, % at 16.6 µM | AID 743287;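 active = lowest replicate activation of at least 40%, so every replicate reaches that level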;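 note: 0% = median of neutral control wells and 100% = median of IBMX positive control wells; some compounds called inactive have numbers as strong as hits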
PGC1a acetyl inh = lowers PGC1a acetylation signal in U2OS cells. inhibition, % at 15.6 µM. AlphaScreen anti-acetyl-lysine; with virally co-expressed GCN5 acetyltransferase. AID 651687. 350,000 compounds, 0.17% hits;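 active = every replicate shows inhibition of at least 40%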;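 note: 0% = neutral control wells and 100% = positive control wells; some results beyond the cut were filed as inactive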
PglD inh = blocks C. jejuni PglD acetyltransferase activity; purified PglD enzyme, DTNB colorimetric CoA detection; inhibition, % at 12.5 µM; 360,000 compounds, 0.098% hits; in the data active = inhibition above about 16%, passing the limit was not always enough; note: strong numbers were not always called active
PAX8 reporter = inhibitors of PAX8 transcriptional activity in RMG-I cells. inhibition, % at 12.6 µM. RMG-I TPO-luciferase reporter, SteadyGlo, 24 h. 360,000 compounds, 1.2% hits;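 active = mean replicate inhibition at least 60% with every replicate also reaching 60%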;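 note: luciferase light reporting Pax8 driven TPO promoter activity; plate controls were median of neutral control wells for no effect and mitoxantrone controls for full effect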
LGR2 inh = Drosophila LGR2 receptor signaling inhibition; 380,000 compounds, 0.35% hits; HEK293 LGR2, CRE-luciferase, bursicon-stimulated, 4 h; AID 720647; inhibition, % at 9.99 µM;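 active = drop in luminescence signal, shown as inhibition above about 50% in the replicate tests, limit read from the data, passing the limit was not always enough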;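 note: agonist challenge used bursicon conditioned medium at about half maximal strength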
* = called active by the depositor; · = no result given.

SMILES | Cneo AK release | ARNT-TACC3 inh | C2C12 statin | INS-1E GSIS act | PGC1a acetyl inh | PglD inh | PAX8 reporter | LGR2 inh
CCc1ccc(NC(=O)C2C3C=CC(C4CC34)C2C(=O)O)cc1 (stereo unspecified) | -3 | -4 | 14 | · | -25 | -3 | · | ·
C[C@H](CO)N1C[C@H](C)[C@H](CN(C)CC2CC2)OCCCC[C@H](C)Oc2ccc(NC(=O)c3ccncc3)cc2C1=O | 9 | 3 | -27 | 8 | 8 | 1 | -1 | -9
COc1ccc(C(=O)NCCCn2ccnc2)cc1 | -6 | -14 | -9 | · | 0 | 3 | 15 | ·
Cc1nc2sccn2c(=O)c1Br | · | 4 | · | 8 | · | · | 15 | 0
CC(Oc1ccc(Cl)cc1Cl)C(=O)Nc1ccncc1 (stereo unspecified) | -13 | 29 | -3 | · | · | -7 | · | ·
CCc1nc(SCc2cccnc2)c2c(=O)n(C)c(=O)n(C)c2n1 | -5 | 13 | -14 | 7 | · | 4 | 16 | -3
C[C@@H]1CN([C@H](C)CO)C(=O)c2cccc(NC(=O)C3CCCCC3)c2O[C@H]1CN(C)Cc1ccc(Oc2ccccc2)cc1 | -2 | 6 | -40 | -25 | 3 | -1 | · | 3
CC1CNC(=S)N(c2ccc(F)cc2)C1=O (stereo unspecified) | · | 1 | · | -13 | · | · | 4 | -6
CC(C)[C@H](NC(=O)NCCC1=CCCCC1)C(=O)O | 6 | -2 | -3 | -4 | 6 | 5 | 13 | -10
O=C(NCc1ccccc1F)c1ccc2c(c1)OCCO2 | -2 | -1 | 9 | -2 | 11 | 2 | -35 | -20
Cc1ccc(S(=O)(=O)/N=C2/C=C(Sc3ncn[nH]3)C(=O)c3ccccc32)cc1 | 3 | 32 | -246 | · | 77* | 17 | · | ·
CCOc1ccc(CN2CCNC(=O)C2CC(=O)NCc2cc(C)n(C)n2)cc1 (stereo unspecified) | 5 | 0 | -16 | 18 | · | 2 | -12 | -1
O=C(N[C@H]1CC[C@H](CCNS(=O)(=O)c2cccc(Cl)c2)O[C@@H]1CO)c1ccc(F)cc1 | 2 | -6 | 4 | -16 | -14 | 1 | 11 | -8
Cc1noc(C)c1S(=O)(=O)Nc1ccc2c(c1)C(=O)N([C@H](C)CO)C[C@H](C)[C@H](CN(C)Cc1ccc(C(F)(F)F)cc1)O2 | · | · | -11 | -27 | 3 | -4 | 11 | 6
CC(C)(C)OC(=O)N1CCC(C(=O)Nc2ccc(C(=O)NCc3ccccc3)cc2)CC1 | 0 | -1 | 3 | -23 | -12 | 2 | -8 | -10
C[C@H](NC(=O)[C@@H]1CSC2c3ccccc3C(=O)N21)C(=O)NCc1c(F)cccc1Cl (stereo partly specified) | -3 | -6 | 6 | 0 | -12 | 4 | 9 | 14
Cc1ccc(S(=O)(=O)N2CCC(C(=O)OCC(=O)N3CCC(C)CC3)CC2)cc1C | -2 | 1 | -10 | -12 | · | -1 | 2 | -7
C[C@H](CO)N1C[C@H](C)[C@H](CN(C)C(=O)c2cnccn2)Oc2ncc(-c3cccc(F)c3)cc2C1=O | 21 | -2 | 9 | 8 | -3 | 1 | 3 | 2
CCC(=O)Nc1ccc2c(c1)OC[C@H](C)N(Cc1ccccn1)C[C@@H](C)[C@H](OC)CN(C)C2=O | 55 | -5 | 3 | 4 | -14 | 8 | 14 | -9
CC(=O)NC(CC(=O)Nc1ccc(S(=O)(=O)N2CCCCC2)cc1)c1ccccc1 (stereo unspecified) | 0 | 3 | -2 | 0 | · | 0 | · | -3
CC(C)Sc1ccc(C(=O)Nc2ccc(F)cc2F)cn1 | · | 0 | · | 14 | -2 | · | -40 | -67
COc1ccc(N2CCN(C(=O)c3ccc(F)cc3)CC2)c([N+](=O)[O-])c1 | · | 2 | · | -7 | 0 | · | -9 | 8
O=C(NCC1CC1)[C@@H]1[C@@H](CO)[C@@H]2Cn3c(ccc(-c4cccc(F)c4)c3=O)[C@@H]2N1CC1CC1 | 47 | -3 | 11 | 8 | · | 2 | · | 0
O=C(CS(=O)(=O)c1ccccc1)c1cc2cc(F)ccc2oc1=O | -1 | -2 | 39 | · | 5 | 2 | · | ·
O=C(Cc1noc2ccccc12)Nc1ccc(Cl)cc1 | -2 | -7 | · | -10 | 0 | 1 | 18 | -13
COc1cccc(NC(=O)Nn2cnnc2)c1 | -1 | · | · | 4 | · | 1 | 4 | -2
CCOC(=O)c1ccc(NC(=O)NS(=O)(=O)c2ccc(C)cc2)cc1 | -1 | -3 | -7 | · | 11 | 4 | · | ·
CC(C)NC(=O)Nc1ccc2c(c1)C(=O)N([C@@H](C)CO)C[C@@H](C)[C@@H](CN(C)C(=O)Nc1ccccc1)O2 | 3 | 8 | -17 | 13 | 9 | -2 | -21 | 7
COc1cccc(OCC(O)CN2CCN(c3ccc(F)cc3)CC2)c1 (stereo unspecified) | 0 | 3 | -5 | -20 | -4 | 5 | -15 | 7
CCOc1cc(CNCc2cccnc2)ccc1OCC(=O)NC(C)(C)C | 0 | -3 | 8 | -8 | · | -6 | 9 | -21
C[C@@H]1CCCCO[C@H](CN(C)S(=O)(=O)c2ccc(F)cc2)[C@@H](C)CN([C@H](C)CO)C(=O)c2cc(NC(=O)Nc3cccc4ccccc34)ccc2O1 | -2 | 7 | 20 | 3 | 2 | -1 | 16 | -4
CCN(CC)C(=O)COc1ccc(S(=O)(=O)N2CCOCC2)cc1 | 1 | 0 | 5 | · | 1 | -3 | · | ·
Cc1ccccc1C(=O)Nc1nnc(-c2ccc(C(C)(C)C)cc2)s1 | -3 | -5 | · | 137* | 10 | -10 | -63 | 4
Cn1c(C(=O)N2CCN(c3ccc(Cl)cc3)CC2)cc2c(=O)[nH]c3ccccc3c21 | · | -1 | 5 | -23 | -4 | · | · | ·
O=C(COc1ccc2c(c1)CCC2)NCc1ccccc1 | · | -6 | · | -23 | · | · | -21 | -22
CC(=O)c1ccc(NC2OC(C)C(O)C(O)C2O)cc1 (stereo unspecified) | 4 | -5 | 16 | · | 2 | 1 | 0 | ·
Cc1csc(NC(=O)CSc2nc(C)cs2)n1 | 5 | -5 | -8 | · | -2 | -15 | · | ·
COc1ccc([C@@H]2[C@@H]3C(=O)N(C(C)(C)C)C(=O)[C@@H]3[C@]3(C)C(=O)N(c4cccc(C)c4)C(=O)N23)cc1 | -1 | 1 | 10 | · | 2 | 3 | -45 | 4
CCCS(=O)(=O)N1CCCC(C(=O)Oc2ccc(OC)cc2)C1 (stereo unspecified) | 1 | -6 | 4 | 2 | · | -1 | -1 | 5
CC(=O)c1ccc(NC(=O)Cn2nc(C)c([N+](=O)[O-])c2C)cc1 | -6 | 2 | 0 | -10 | 1 | 0 | -6 | 11
O=C(NC1CCN(Cc2ccc(Cl)cc2)CC1)c1cn(-c2ccccc2)nc1-c1cccnc1 | 8 | 6 | -28 | -46 | 9 | 1 | 17 | 18
COC(=O)c1csc2c(C(F)(F)F)cc(N3CCN(C(=O)Nc4ccccc4)CC3)nc12 | 0 | 1 | 4 | -3 | · | 2 | -22 | -6
O=S(c1ccsc1)c1ccsc1 | -20 | -3 | -13 | · | -1 | -2 | · | ·
Cc1oc(-c2ccc(Cl)cc2)cc1C(=O)N1CCC1(C)C(=O)O (stereo unspecified) | 3 | · | -13 | -2 | 2 | 1 | -65 | -2
CC1CC1C(=O)N1CCN(S(=O)(=O)c2cccc(F)c2)CC1 (stereo unspecified) | 0 | -5 | 4 | 1 | · | 4 | 3 | -8
Cn1cc(CNC(=O)c2cc(-c3ccc(Br)cc3)nc3ccccc23)cn1 | 0 | 8 | -2 | 9 | · | -3 | 1 | 15
O=S(=O)(NCC(c1ccco1)N1CCN(c2ccccc2F)CC1)c1ccccc1 (stereo unspecified) | · | -7 | · | -16 | · | · | -14 | 7
O=C(Nc1cc(S(=O)(=O)N2CCOCC2)ccc1O)c1ccco1 | 2 | 21 | -6 | · | 49 | -1 | · | ·
O=C1NC[C@H](c2ccccc2)OC(=O)[C@@H](Cc2ccc(F)cc2)C/C=C\C[C@H]1CC(=O)N(CCO)Cc1ccccc1 | 1 | 1 | -55 | -22 | 3 | 1 | 86* | 61*
CC(C)(C)NC(=O)c1c(F)c(F)c(F)c(F)c1F | · | -3 | · | 25 | · | · | -9 | -10
C[C@H]1CN([C@@H](C)CO)C(=O)c2cccc(NC(=O)c3nc4ccccc4s3)c2O[C@H]1CN(C)Cc1ccncc1 | 0 | 2 | 9 | 27 | -4 | 4 | 9 | -13
O=C(Nc1nc(N2C(=O)c3ccccc3C2=O)n(-c2ccccc2)n1)c1ccc(F)cc1 | -2 | 19 | · | 7 | -1 | -9 | · | 0
O=C(NC(=S)Nc1nc(-c2ccccc2)cs1)c1cncc(Br)c1 | 1 | -16 | -45 | -9 | 4 | 4 | · | -24
CCOc1ccc(NC(=S)N(CCN2CCOCC2)Cc2ccc3c(c2)CCCN3CC)cc1 | 2 | 13 | -4 | -25 | -2 | 2 | 11 | -4
O=C(CSc1ccccn1)N/N=C/C=C/c1ccccc1 | · | 4 | · | -11 | · | · | -23 | -23
COc1ccc(S(=O)(=O)N2CCC(C(=O)NCc3ccccn3)CC2)cc1OC | 0 | -2 | 11 | 46* | -17 | 7 | · | 7
CNC(=O)C[C@H]1CC[C@@H]2[C@H](COC[C@@H](O)CN2Cc2ccncc2)O1 | 9 | 3 | -15 | 2 | -2 | 1 | -14 | 15
CCOC(=O)CN1C(=O)N[C@@H](c2cccc(C(F)(F)F)c2)C(C(C)=O)=C1C | 0 | 6 | · | · | 12 | -1 | · | ·
CCN(CC(=O)NCCc1ccccc1)S(=O)(=O)c1ccc(Br)cc1 | 0 | -1 | 9 | 6 | -8 | -4 | · | 16
Cc1cccc(OCCn2nnc3ccccc32)c1C | 2 | 30 | -7 | -2 | 3 | 5 | -168 | -36

Complete entries, looked up by structure. Order of values: Cneo AK release	ARNT-TACC3 inh	C2C12 statin	INS-1E GSIS act	PGC1a acetyl inh	PglD inh	PAX8 reporter	LGR2 inh
`O=C(Nc1cc(S(=O)(=O)N2CCOCC2)ccc1O)c1ccco1` as listed: 2	21	-6	·	49	-1	·	·
`CCOC(=O)CN1C(=O)N[C@@H](c2cccc(C(F)(F)F)c2)C(C(C)=O)=C1C` as listed: 0	6	·	·	12	-1	·	·
`CC(C)(C)NC(=O)c1c(F)c(F)c(F)c(F)c1F` as listed: ·	-3	·	25	·	·	-9	-10
`O=C(CSc1ccccn1)N/N=C/C=C/c1ccccc1` as listed: ·	4	·	-11	·	·	-23	-23
`COC(=O)c1csc2c(C(F)(F)F)cc(N3CCN(C(=O)Nc4ccccc4)CC3)nc12` as listed: 0	1	4	-3	·	2	-22	-6

The list goes on:
SMILES | Cneo AK release | ARNT-TACC3 inh | C2C12 statin | INS-1E GSIS act | PGC1a acetyl inh | PglD inh | PAX8 reporter | LGR2 inh
CCOC(=O)N1CCN(C(=O)c2cc(C)c3c(C)nn(-c4ccccc4)c3n2)CC1 | 3 | 1 | 28 | · | -2 | 3 | · | ·
C[C@H]1CN([C@@H](C)CO)C(=O)c2cccc(NC(=O)c3cnccn3)c2O[C@@H]1CN(C)C(=O)Nc1ccccc1 | -1 | 9 | -11 | 18 | 0 | 0 | -15 | 2
CCCCNC(=O)C(NC(=O)c1cccc(C(F)(F)F)c1)C(=O)c1ccccc1 (stereo unspecified) | 0 | · | -4 | 4 | -1 | -4 | 9 | 6
Cc1cc(N2C(=O)C(O)=C(C(=O)c3ccco3)C2c2cccc(O)c2)no1 (stereo unspecified) | 0 | -3 | 0 | 7 | 8 | -1 | 0 | -12
